M17LAP inhibition: P. falciparum M17LAP inhibitors, primary screen, biochemical, fluorogenic H-Leu-NHMec substrate, 1536-well (AID 1619) | hit rate 0.38% among 220,000 | recombinant M17LAP, H-Leu-NHMec fluorogenic kinetic assay; higher % means a stronger effect | one-dose inhibition, % at 30 µM; IC50 in µM for titrated hits;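 active means compound inhibiting the enzyme by more than half at any dose during confirmatory dose-response retesting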;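 further: plate controls were full reaction with DMSO carrier for no effect and no enzyme background for full effect; strong numbers were not always called active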
MT stabilizer: stabilizes microtubules in HeLa cells | HeLa tubulin immunostaining HCS, 24 h; share of cells brighter than vehicle mean+2SD | % tubulin-high responders, % at 10 µM | hit rate 0.83% among 200,000;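 active means plate Z-score above 3 for both tubulin-high and condensed-nucleus cell shares, with cell loss under 80%, at 10 µM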;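 further: anti alpha tubulin signal scored within the nucleus-defined area of each cell; some results filed as inactive read as strong as hits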
K1F lysis inhibition: protection from phage-mediated lysis, alamar blue read-out – E. coli UTI89, K1F phage, bacterial capsule biogenesis inhibitors (AID 488966); E. coli UTI89 K1F phage lysis, alamar blue, 2 h; higher % means a stronger effect; one-dose inhibition, % at 100 µM; IC50 in µM for titrated hits; hit rate 0.02% among 340,000;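 active means phage lysis inhibition, versus mean bacterial control, above a set limit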;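 further: capsule biogenesis inhibitors block K1F phage lysis so surviving cells raise fluorescence; higher fluorescence means more inhibition of phage lysis; actives were called in the ten point dose series up to 300 µM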
CSM14.1 death rescue: protection against thapsigargin-triggered cell killing – 384-well, CSM14.1, ATP luminescence, primary screen (AID 1222). cellular ATP content (survival), % at 20 µM, or EC50 in µM where a hit was titrated. 190,000 tested, under 10 active. CSM14.1 thapsigargin-induced death rescue, ATP luminescence; higher % means a stronger effect;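 active means EC50 below 50 µM in the dose-response confirmation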;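 further: death triggered by thapsigargin at about 15 µM added after 2 h compound pretreatment; cell ATP read after overnight thapsigargin exposure of roughly 18 to 22 hours; normalized against plate controls of thapsigargin alone and 5% DMSO vehicle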
P. falciparum M1AAP: P. falciparum M1AAP inhibitors, biochemical, fluorogenic H-Leu-NHMec substrate, 1536-well (AID 1445). hit rate 0.42% among 220,000. inhibition, % at 30 µM, or IC50 in µM where a hit was titrated. recombinant M1AAP, H-Leu-NHMec fluorogenic kinetic assay; higher % means a stronger effect;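 active means primary inhibition above the hit cutoff, then over 50% inhibition at one or more dose response concentrations, cut at about 23% in these data, passing the limit was not always enough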;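 further: plate controls were DMSO full reaction for no effect and no enzyme background for full effect; strong numbers were not always called active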
Autophagy mod: modulators of autophagy | MEF GFP-LC3 puncta imaging; test concentration mostly 10 µM | calls only at 10 µM (by protocol) | hit rate 0.98% among 190,000 | AID 463193;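 active means percentage of spot-positive cells more than 3 SD above its plate mean, without a fluorescence outlier flag or 80% toxicity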;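 further: spot-positive cell cutoff set from DMSO-treated cells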
Dynein cargo inh: dynein cargo transport inhibition; z-score, hits read low; hit rate 0.47% among 220,000; AID 1381; 3617.4 mouse cells, GR-EGFP nuclear translocation imaging; test concentration mostly 20 µM; stimulated with dexamethasone, 1 µM; active compounds read low;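 active means plate z-score of nuclear minus cytoplasmic receptor signal below a set negative limit, without overly bright fluorescence or cell loss, cut at about -3.5 in these data, passing the limit was not always enough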;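 further: z-score of nuclear minus cytoplasmic ring GR-EGFP intensity difference per well; some compounds called inactive have numbers as strong as hits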
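Buffer or medium: Induction medium lacking tetracycline, stripped serum | Also added: Dexamethasone agonist, 1.0 µM final, for 30 min | Timing: 48 h induction, 1 h compound, 30 min dex at 37 °C | Detection: Formaldehyde fixation, Hoechst nuclear stain, 10x automated fluorescence imaging | Measure: Nuclear versus cytoplasmic GR-EGFP signal, averaged per well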
b-catenin transl: beta-catenin nuclear translocation modulation. nuclear translocation activity, % at 5 µM. hit rate 0.3% among 190,000. HeLa beta-catenin nuclear translocation, immunofluorescence imaging. AID 1665;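 active means nuclear translocation activity above 50% at 5 µM, with a well cell count of 50 or more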;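 further: per-cell ratio of nuclear to cytoplasmic median beta-catenin stain intensity; plate controls were DMSO negative control for no effect and GSK-3 inhibitor IX positive control for full effect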
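Signal – beta-catenin immunofluorescence imaging with DAPI · Test system – human HeLa cell line · Dosing – 5 µM primary single dose, 0.1% DMSO, 0.02–20 µM confirmation series · Measure – % activation, nuclear-to-cytoplasmic median beta-catenin signal ratio per cell · Incubation – 24 h compound exposure at 37°C, 5% CO2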
Insulin prom up: MIN6 insulin promoter up-regulation; MIN6 insulin promoter-GFP reporter, high-content imaging; active compounds read high; z-score at 5 µM; hit rate 0.3% among 190,000; AID 1625;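 active means z-score above 3 at 5 µM with at least 500 cells counted in the well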
Dynein cargo inh cytoplasmic EGFP: further read-out of Dynein cargo inh, marked with its call; z-score; measured here: cytoplasmic GR-EGFP intensity; active compounds read high
Dynein cargo inh nuclear GR-EGFP: second read-out of Dynein cargo inh, no call of its own (marks repeat the call); z-score; measured here: nuclear GR-EGFP intensity;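 lower value marks the stronger effect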
Dynein cargo inh cell count: recorded beside Dynein cargo inh, whose call it bears; z-score; measured here: cell count per field
Insulin prom up cell count: second read-out of Insulin prom up, no call of its own (marks repeat the call); cell count; measured here: cytotoxicity, nuclei count;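 total cells summed across four imaged fields per well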
b-catenin transl cell count 5 µM: second read-out of b-catenin transl, no call of its own (marks repeat the call); cell count; measured here: cell count, cytotoxicity flag
MT stabilizer Hoechst-high %: also measured in MT stabilizer; calls as there; % Hoechst-high responders; measured here: nuclear condensation Hoechst responders;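 share of cells brighter than vehicle mean plus two SD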
MT stabilizer cytotoxicity %: second read-out of MT stabilizer, no call of its own (marks repeat the call); toxicity, %; measured here: cytotoxicity by cell density;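 0% = mean cell density of plate MIN control wells and 100% = no cells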
Autophagy mod cell loss 18 h: further read-out of Autophagy mod, marked with its call; toxicity, %; measured here: cell loss, nuclei count;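 cell loss after 18 h compound exposure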
Active calls of the source: *; i = inactive; · = no result given; + = active, no number; [ ] = dose if it differs, or a comment.

structure,M17LAP inhibition,MT stabilizer,MT stabilizer Hoechst-high %,MT stabilizer cytotoxicity %,K1F lysis inhibition,CSM14.1 death rescue,P. falciparum M1AAP,Autophagy mod,Autophagy mod cell loss 18 h,Dynein cargo inh,Dynein cargo inh cytoplasmic EGFP,Dynein cargo inh nuclear GR-EGFP,Dynein cargo inh cell count,b-catenin transl,b-catenin transl cell count 5 µM,Insulin prom up,Insulin prom up cell count
O=C(OC1CCOC1=O)c1ccc2ncsc2c1 (stereo unspecified),8%,1.5,1.6,0.2,0.6%,-1.9%,-1%,i,14,-1.1,-0.041,-0.075,-0.024,-0.9,1177,·,·
Cc1ccc(O)c(C2=Nc3ccccc3N=C(c3ccc([N+](=O)[O-])cc3)C2)c1,-1%,6.7,4.3,0.9,3.7%,0.6%,-3%,i,0,0.42,-0.27,0.067,0.8,-0.5,938,·,·
Cc1ccc(CNC(=O)C(=O)NCC2CCCO2)cc1 (stereo unspecified),14%,4.8,1.3,1.8,0.4%,0.8%,-3%,i,1,-0.24,-0.13,-0.15,-0.74,0.9,995,0.15,1187
COc1ccc(C(=O)Nc2cc(C)ccc2NC(=O)COc2ccccc2)cc1,-1%,1.2,1.5,13,2.7%,-1.2%,-7%,i,-1,-0.56,-0.15,-0.78,0.82,-3.2,1108,0.29,1849
CN1CCN(C(=S)c2cn(Cc3ccccc3F)c3ccccc23)CC1,0%,2.1,2.2,5.8,0.2%,-1.3%,3%,i,-2,-0.77,-0.21,-0.37,-0.17,-0.1,1101,-1.1,1182
Cn1c(-c2ccc3c(c2)OCO3)cc(=O)c2ccccc21,-3%,3.3,1.6,2.2,-0.4%,1.1%,-3%,i,-5,0.077,-0.31,-0.0012,0.061,-1.1,1041,-0.3,1281
CCc1ccc(N/C(SCc2ccccc2C)=C(/C#N)C(=O)NCc2ccco2)cc1,-6%,3.4,2.3,7.3,0.6%,5.1%,1%,i,-26,-0.12,-0.18,0.44,0.24,0.4,1426,0.35,1437
N#Cc1ccsc1NC(=O)COC(=O)c1cc(Br)ccc1O,-5%,·,·,·,0.2%,·,2%,·,·,-0.11,-0.25,-0.15,0.41,-2.2,1193,0.24,1374
CCN1CCN(c2cc(C)c3cc(NC(=O)c4ccc(Br)o4)ccc3n2)CC1,1%,25*,13*,21*,-0.6%,-2.0%,6%,+,-51*,-0.32,-0.29,0.053,0.56,2.4,1363,-0.79,831
COc1ccccc1CC(=O)Nc1ccc([N+](=O)[O-])cc1O,-3%,2.3,1.5,0.8,2.1%,-0.1%,3%,i,31,2.1,-0.22,1.3,-1.6,-1.6,1153,-0.33,1385
CC1(C)Cc2ccccc2-c2nnc(SCC(=O)Nc3ccc4c(c3)OCO4)n21,-3%,0.8,1.4,1.8,0.1%,-3.4%,6%,i,-1,0.13,-0.16,0.31,0.12,·,·,1.2,1194
COc1cc(-c2noc(CCCC(=O)NC3CCCCC3)n2)cc(OC)c1OC,14%,1.9,1.8,5.5,6.4%,-3.8%,16%,i,3,-0.86,-0.41,-0.46,1.6,-0.2,1146,-0.2,949
COC(=O)c1sccc1NC(=O)Nc1ccccc1F,3%,1.8,1.5,1.8,0.7%,-1.1%,-1%,i,28,-0.63,-0.27,-0.13,0.45,0.3,960,0.29,1500
CCC1CCc2[nH]nc(C(=O)O)c2C1 (stereo unspecified),12%,1.7,0.9,9.1,-0.2%,-2.8%,7%,i,-1,-0.18,0.096,-0.14,0.9,-5.0,1172,-0.79,890
O=C(NNC(=S)Nc1cccc2ccccc12)c1cccc(Br)c1,0%,1.8,1.2,6.7,0.5%,1.1%,40%,i,5,-0.48,0.078,-0.28,0.13,-12,1033,·,·
Cc1ccc(C)c(S(=O)(=O)N2CC(=O)N(CCc3ccccc3)C(=O)C2)c1,8%,3.0,2.3,9.6,1.9%,-1.9%,0%,i,13,-0.61,-0.26,0.51,0.037,-2.1,592,0.36,1087
CC(CCc1ccccc1)NC(=O)c1ccc(C(=O)NC(C)CCc2ccccc2)cc1 (stereo unspecified),-2%,2.7,4.8,4.2,0.8%,-0.2%,11%,i,1,0.56,-0.23,0.38,-0.013,·,·,0.03,813
COc1ccc(CC(=O)N2CCCc3ccccc32)cc1,-3%,3.1,2.0,0.6,-0.1%,2.4%,1%,i,-6,0.92,-0.11,0.31,-1.1,-1.0,1370,2.7,1496
CCC1(CC)Cc2ccccc2-c2nc(-c3ccccc3)oc(=O)c21,0%,2.5,1.6,5.1,0.6%,3.3%,4%,i,-3,0.63,-0.36,0.45,0.26,-2.4,1156,1.3,888
Nc1nonc1OCCc1ccccc1,0%,2.7,3.0,7.8,3.9%,0.4%,6%,i,24,-0.44,-0.26,-0.84,1.2,·,·,0.1,1215
COC(=O)c1ccc(NC(=S)NC(=O)c2c(-c3ccccc3)noc2C)cc1,4%,·,·,·,0.2%,·,10%,·,·,-0.82,-0.21,-0.35,0.46,-5.2,1184,0.21,1497
N=c1c(C(=O)NCc2ccc(F)cc2)cc2c(=O)n3ccccc3nc2n1CC1CCCO1 (stereo unspecified),i,5.2,1.7,3.6,-0.7%,-0.1%,-6%,i,-57,3.1,0.26,1.5,-1.7,-3.1,1383,-1.3,896
O=C(CN1CCN(Cc2ccc3c(c2)OCO3)CC1)c1c[nH]c2ccccc12,33%,3.8,2.3,8.9,1.6%,1.1%,10%,i,30,-1.1,-0.066,-0.058,0.014,-1.2,964,-1.4,1159
CC(C)C(=O)Nc1ccc(NC(=O)c2ccco2)cn1,3%,2.9,1.6,2.4,0.3%,-2.4%,-3%,i,22,-0.35,-0.072,0.66,0.058,1.2,1168,-0.17,1403
COc1ccc(Cl)cc1NC(=S)NNC(=O)c1cccs1,-3%,2.1,1.5,3.7,-0.2%,1.4%,-12%,i,22,-0.19,-0.3,0.16,-0.087,0.1,1004,0.03,1414
O=c1[nH]c(=O)n(CCc2ccc(F)cc2)c(O)c1C=NCc1ccc2c(c1)OCO2,-10%,3.6,1.5,3.9,0.2%,-0.5%,5%,i,-28,0.48,-0.21,0.1,-0.44,0.1,1052,0.95,1873
O=C(CSc1nc2ccccc2s1)NNC(=S)Nc1ccc(Br)cc1,-8%,3.0,1.8,5.1,4.2%,-1.6%,9%,i,-32,0.18,-0.21,0.73,0.76,-0.9,1378,-0.07,1657
Nn1c(SCC(=O)NC2CCCCC2)nnc1C1CC1,-6%,6.5,0.9,0.3,-0.7%,·,4%,i,1,1.9,-0.28,1.4,-0.08,·,·,1.8,1149
CCOC(=O)N1CCN(C(=S)NC(=O)c2ccc(F)cc2)CC1,2%,2.3,1.7,11,·,0.9%,7%,i,-6,0.22,-0.34,-0.41,1.1,-0.5,1448,0.55,1384
N#C/C(=C(/O)COC(=O)c1ccccc1O)c1nc2ccccc2s1,4%,2.9,1.8,7.4,-0.7%,0.6%,17%,i,16,-0.29,0.38,0.26,0.19,1.4,1462,1,1440
CCS(=O)(=O)Nc1ccc(C2=NN(C(=S)Nc3ccccc3)C(c3ccco3)C2)cc1 (stereo unspecified),-8%,22*,38*,29*,-1.8%[50 µM],-2.6%,4%,i,-7,-0.0062,-0.22,0.084,0.7,0.3,1102,-0.92,1330
O=C(Cn1cccc1)NC1CCCCCC1,-8%,4.3,1.9,6.6,0.6%,4.1%,-1%,i,-7,-0.84,-0.2,-0.21,1.2,·,·,·,·
Cc1cc(C)c(C)c(S(=O)(=O)Nc2ccc(OCC(=O)O)cc2)c1C,4%,1.4,3.1,1.1,-0.1%,-0.5%,6%,i,7,4,0.28,2.5,-2.1,-0.5,1161,-0.89,1005

Assay outcomes: PubChem BioAssay, several laboratories

Rows are unselected. About 2.9% of those tested had a hit in this group.
